iPSC survival up: enhancers of single-cell hiPSC survival, primary screen, ATPlite luminescence; survival enhancement, % at 20 µM; AID 602274, 2012; 100% = ROCK inhibitor wells, 0% = DMSO; actives 0.044% (n = 360,000); in the data active = survival enhancement above about 18%;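 also: cells exposed to compounds for 16 hours before the ATP read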
EBV LMP1 NFkB: EBV LMP1-driven NF-kappaB luciferase reporter inhibitors, primary screen, cell-based, luminescence, single point; LMP1-induced NF-kappaB luciferase reporter cells; inhibition, % at 12.5 µM; actives 0.69% (n = 350,000); in the data active = inhibition above about 41%;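 also: 0% = neutral control wells and 100% = reference inhibitor control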
NR2E3 ag-1: inhibitors of NR2E3-RetCOR corepressor binding, primary screen, NR2E3 agonist project, biochemical, TR-FRET, GST-NR2E3, biotin-RetCOR; 1536-well; inhibition of corepressor binding, % at 4.78 µM; actives 0.12% (n = 320,000); AID 2300, 2010;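 active = percent inhibition above the cutoff of mean plus 3 SD of all tested compounds, set per screening campaign, cut at about 20% in these data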;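 also: 0% = DMSO wells and 100% = biotin wells as full block of FRET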
Target sequence (Q9Y5X4 whole entry, looked up): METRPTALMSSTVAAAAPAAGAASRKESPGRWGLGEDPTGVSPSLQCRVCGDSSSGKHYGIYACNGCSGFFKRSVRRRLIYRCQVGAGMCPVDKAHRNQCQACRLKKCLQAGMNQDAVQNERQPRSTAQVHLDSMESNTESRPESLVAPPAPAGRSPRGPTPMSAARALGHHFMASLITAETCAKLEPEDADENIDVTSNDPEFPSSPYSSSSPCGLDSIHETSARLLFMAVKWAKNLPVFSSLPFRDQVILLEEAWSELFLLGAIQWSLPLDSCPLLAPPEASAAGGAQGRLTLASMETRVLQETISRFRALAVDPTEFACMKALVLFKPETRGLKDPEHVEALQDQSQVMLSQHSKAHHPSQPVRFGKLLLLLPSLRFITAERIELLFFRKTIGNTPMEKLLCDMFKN
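Assay system: NR2E3–RetCOR corepressor complex. Quantity: 1.35 nM GST-NR2E3. Buffer or medium: pH 7.5 Tris-based buffer. Reagent: biotinylated RetCOR corepressor at 7 nM final. Schedule: 5 h at 4 °C. Detection: TR-FRET, emission read at 617 and 671 nm. Replicates: one well per compound, singlicate testing.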
TRPM1 prom inh: inhibitors of MITF-dependent TRPM1 promoter reporter, primary screen, cell-based, SK-MEL-5, single point, luciferase | SK-MEL-5 TRPM1 promoter luciferase, 24 h | inhibition, % at 12.5 µM | actives 0.83% (n = 330,000) | AID 488899, 2010;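 active = mean inhibition across replicates of 60% or more, whatever share of single replicates reaches that level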; also: values of inactives mirror those of a sister screen read the other way
Shn3 inh set2: reduction of Shn3 3'UTR firefly luciferase signal, primary screen, Schnurri-3 inhibitor project, cell-based, Clone20 osteoblasts, set 2; Clone20 osteoblast Shn3 3'UTR firefly luciferase, 24 h; inhibition, % at 12.5 µM; actives 0.52% (n = 360,000); AID 588674, 2011;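 active = mean inhibition of at least 75% with every replicate also reaching 75%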;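 also: 0% = median of neutral control wells and 100% = pilot-screen positive control compound; some compounds past the cut are filed as inactive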
C8 TRAIL sens: viability loss with TRAIL in NB7+C8 cells, primary screen, TRAIL sensitizer project, cell-based, ATPlite luminescence; inhibition (viability loss, TRAIL sensitization), % at 10 µM; actives 1% (n = 360,000);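 active = compounds causing at least 50% loss of cell viability in the single-dose screen, relative to plate controls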
Peg3 prom inh: Peg3 promoter-driven luciferase inhibitors, primary screen, cell-based, HeLa, luciferase luminescence | HeLa PEG-Prom luciferase reporter, overnight | actives 1.7% (n = 360,000) | inhibition, % at 20 µM;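 active = inhibition of at least 50% at 20 µM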
HIF-2a block: HIF-2a reporter inhibitors, primary screen, luminescence, 786-0 RCC cells | 786-0 RCC cells HIF-2a reporter, luciferase luminescence, overnight | inhibition, % at 18.8 µM | actives 0.72% (n = 360,000);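 active = inhibition of the luminescence signal of 40% or more relative to plate controls, in a single-dose primary screen at 18.75 µM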
NR2E3 ag-2: NR2E3 agonists in two-hybrid cells, primary screen, cell-based, luminescence, CHO-S, Gal4-NCOR/VP16-NR2E3 | Photoreceptor-specific nuclear receptor (Homo sapiens), Q9Y5X4 | luciferase | inhibition of corepressor binding, % at 3.98 µM | actives 0.35% (n = 360,000) | AID 602229, 2012;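 active = inhibition above the mean of all tested compounds plus 3 SD, cut at about 70% in these data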;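 also: 0% = DMSO with NR2E3 transfected cells and 100% = cells lacking NR2E3 construct; higher means lower luciferase signal from less NR2E3 corepressor binding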
KKLEB tox: cytotoxicity in KKLEB CF airway cells, primary screen, cytotoxicity control for CF NF-kB inhibitor project, cell-based, uHTS, fluorescence assay plates | KKLEB CF airway cells viability, ATPlite luminescence, overnight; active compounds read low; cells stimulated with P. aeruginosa culture filtrate | activity change (cytotoxicity), % at 5 µM | actives 0.36% (n = 360,000);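 active = corrected activity change at or below -50% at 5 µM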
CF NFkB inh: inhibitors of PAF-induced NF-kB signaling, primary screen, cell-based, GFP fluorescence, uHTS | KKLEB NF-kB-GFP reporter, GFP fluorescence overnight | inhibition, % at 5 µM | actives 0.86% (n = 360,000) | AID 588850, 2011;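 active = at least 50% inhibition at 5 µM, scaled per plate between neutral and stimulator controls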;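 also: PAF is a Pseudomonas aeruginosa culture filtrate used as stimulus; plate controls were PAF-stimulated DMSO wells for no effect and unstimulated DMSO wells for full effect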
An asterisk follows results filed as active; nt = no result given. Only part of the results is shown; count on the stated rates, not on these rows.

SMILES | iPSC survival up | EBV LMP1 NFkB | NR2E3 ag-1 | TRPM1 prom inh | Shn3 inh set2 | C8 TRAIL sens | Peg3 prom inh | HIF-2a block | NR2E3 ag-2 | KKLEB tox | CF NFkB inh
O=C(COC(=O)c1ccccc1O)Nc1ccc(S(=O)(=O)N2CCCCC2)cc1 | 2.6 | 6.5 | -3.1 | -3.9 | -1.3 | -2.7 | 18.0 | 11.6 | -10.9 | -3.1 | 0.4
Cc1ccc(NC(=O)c2ccc3c(c2)C(=O)N(Cc2cccnc2)C3=O)c(C)c1 | -0.1 | 2.7 | 0.3 | -0.5 | 6.5 | -4.5 | -11.3 | -2.5 | 6.2 | 8.9 | 1.4
O=C(NCc1ccco1)c1csc(Nc2ccccc2Cl)n1 | 4.3 | -6.2 | 4.9 | -8.8 | -3.1 | 8.8 | -6.6 | -17.5 | -3.2 | -1.2 | 7.7
CC1Cc2ccccc2N1C(=O)CSc1nncn1C (centres undefined) | 2.7 | -5.7 | -0.2 | 5.0 | -5.7 | -5.7 | 13.3 | 10.2 | 0.1 | 4.7 | -0.9
COc1cc(/C=C/C(=O)N2c3ccccc3Sc3ccc(C(F)(F)F)cc32)cc(OC)c1OC | 0.8 | -0.4 | -0.3 | 2.5 | 9.5 | 6.9 | 9.6 | 11.5 | 11.0 | -2.2 | 11.0
CC(C)n1ncc2c(C(=O)Nc3ccccc3SCC(N)=O)cc(C3CC3)nc21 | 0.5 | -1.8 | nt | nt | 8.8 | 3.7 | 24.8 | 24.0 | -24.0 | -21.8 | 8.5
Cc1ccc(C)c(NC(=O)C(Sc2nncn2C)c2ccccc2)c1 (centres undefined) | -3.6 | -4.1 | 1.4 | -3.1 | 9.5 | 4.7 | 3.9 | 15.3 | 17.3 | 7.7 | 0.9
Cc1ccc(N)c(C(=O)CCCCC(=O)O)c1 | 3.6 | -7.6 | 2.9 | 7.6 | -10.4 | 13.0 | 10.6 | 8.4 | -0.1 | 1.5 | -37.5
O=C(NCCCN1CCCC1=O)c1ccccc1NS(=O)(=O)c1ccc(F)cc1 | 0.2 | -2.9 | 0.7 | -3.8 | 15.3 | -4.5 | -1.2 | -13.3 | -13.1 | 1.8 | 4.7
O=C(NCCCn1ccnc1)c1ccc(Cl)c(Cl)c1 | -0.7 | -0.1 | -3.6 | 5.2 | 16.5 | 5.4 | 26.5 | 8.3 | -15.1 | -6.5 | 12.4
O=C(Nc1nnc(COc2ccc(Cl)cc2)s1)c1ccc([N+](=O)[O-])cc1 | -0.2 | 8.6 | -3.8 | -2.7 | 1.4 | -10.9 | 0.8 | 13.0 | -27.9 | 2.3 | 3.2
CCOc1cc(CNCCc2ccc(S(N)(=O)=O)cc2)ccc1OCC(=O)NC1CCCCC1 | -2.3 | -14.9 | -1.3 | -6.5 | 5.2 | 3.0 | 9.7 | 7.4 | 0.0 | -4.8 | 8.4
Cc1ccc(S(=O)(=O)N2CCN(C(=O)N3CCCCC3)CC2)c(C)c1 | -1.5 | -1.2 | nt | nt | 19.7 | 19.1 | 17.3 | 13.3 | -11.2 | 5.9 | -4.7
C[C@H]1CN([C@@H](C)CO)C(=O)c2cccc(NC(=O)C3CC3)c2O[C@H]1CN(C)Cc1ccncc1 | -1.4 | 2.6 | nt | -8.0 | 8.4 | 8.6 | -14.8 | 1.7 | -27.1 | -1.3 | -25.0
O=C(Nc1cccc([N+](=O)[O-])c1)c1ccc(-c2ccccc2)cc1 | -1.5 | -3.6 | 1.7 | -39.5 | -20.5 | 10.1 | -60.0 | -71.0 | -2.4 | 9.3 | -39.1
O=C(OCn1nnc2ccccc2c1=O)c1cccs1 | -2.6 | -5.0 | 0.9 | nt | -8.6 | 7.6 | 5.3 | 7.2 | -6.8 | -2.9 | 7.8
Cc1oc2c(C)c3oc(=O)c(CCC(=O)NCCN4CCOCC4)c(C)c3cc2c1C | 0.2 | 2.5 | -2.0 | 8.0 | 9.4 | -2.3 | -6.5 | -0.9 | -21.4 | -3.5 | 5.8
Cc1ccc(CSc2nnc(-c3ccc(S(=O)(=O)N4CCCC4)cc3)o2)cc1 | -2.7 | 7.9 | -2.0 | 7.2 | -2.3 | 3.8 | 26.7 | 17.8 | -15.3 | -3.3 | 15.0
O=C(c1cccc(C(F)(F)F)c1)N1CCOc2ccccc21 | -0.6 | -5.0 | -0.6 | -3.5 | 10.1 | -21.9 | -4.1 | 6.1 | -6.0 | 5.3 | 4.2
O=C(Cc1c(F)cccc1Cl)OCN1C(=O)c2ccccc2C1=O | -0.4 | 6.2 | -1.2 | 0.5 | -2.1 | -2.2 | 2.6 | 7.8 | -41.9 | 0.1 | 2.8

Next part; the last 4 above are carried over.
SMILES | iPSC survival up | EBV LMP1 NFkB | NR2E3 ag-1 | TRPM1 prom inh | Shn3 inh set2 | C8 TRAIL sens | Peg3 prom inh | HIF-2a block | NR2E3 ag-2 | KKLEB tox | CF NFkB inh
Cc1oc2c(C)c3oc(=O)c(CCC(=O)NCCN4CCOCC4)c(C)c3cc2c1C | 0.2 | 2.5 | -2.0 | 8.0 | 9.4 | -2.3 | -6.5 | -0.9 | -21.4 | -3.5 | 5.8
Cc1ccc(CSc2nnc(-c3ccc(S(=O)(=O)N4CCCC4)cc3)o2)cc1 | -2.7 | 7.9 | -2.0 | 7.2 | -2.3 | 3.8 | 26.7 | 17.8 | -15.3 | -3.3 | 15.0
O=C(c1cccc(C(F)(F)F)c1)N1CCOc2ccccc21 | -0.6 | -5.0 | -0.6 | -3.5 | 10.1 | -21.9 | -4.1 | 6.1 | -6.0 | 5.3 | 4.2
O=C(Cc1c(F)cccc1Cl)OCN1C(=O)c2ccccc2C1=O | -0.4 | 6.2 | -1.2 | 0.5 | -2.1 | -2.2 | 2.6 | 7.8 | -41.9 | 0.1 | 2.8
C(=C\c1ccccc1)/CN1CCN(C(c2ccnc3ccccc23)c2nnnn2C2CCCC2)CC1 (centres undefined) | 0.2 | nt | nt | nt | 19.3 | -8.0 | 5.5 | 13.8 | 5.6 | 11.7 | -14.0
Cc1cccc(Nc2n[nH]c(C)c2[N+](=O)[O-])c1 | 1.4 | -19.7 | -2.5 | -72.4 | -76.1 | 11.8 | -332.6 | -251.3 | -105.5 | 4.9 | -9.4
COc1ccc(S(=O)(=O)N2CCCCC2)cc1NC(=O)CCOc1cc(C)ccc1C | -0.4 | -1.2 | 0.3 | 18.2 | 16.9 | -8.2 | 16.7 | -1.2 | 10.7 | -15.4 | 23.3
O=C(c1cc(N2C(=O)C3C4CCC(C4)C3C2=O)ccc1Cl)N1CCN(c2ccccc2F)CC1 (centres undefined) | -3.3 | 3.2 | 3.5 | 5.5 | 10.5 | 6.3 | 16.6 | 9.3 | -4.0 | -11.5 | 9.0
O=C(Nc1ccccn1)C1CCN(c2ncnc3c2nc2n3CCCCC2)CC1 | -0.3 | -9.8 | 0.5 | 7.1 | 49.4 | 6.8 | 25.4 | 17.7 | -114.6 | -11.3 | 16.9
Cc1nc2ccccc2nc1CC(O)(c1ccccc1)c1ccccc1 | -1.1 | -2.0 | nt | nt | 0.5 | 10.4 | -1.3 | 12.3 | -8.0 | 7.1 | 5.9
Cc1ccc(NC(=O)CSc2nnc(CNC(=O)c3ccco3)n2C)c(C)c1 | 0.0 | -4.7 | 0.5 | 1.8 | -6.0 | 11.8 | -9.8 | -11.9 | 5.3 | 6.1 | -4.7
O=C(COC(=O)/C(=C/c1cccs1)c1cccs1)NCc1ccccc1Cl | 1.6 | -6.8 | 2.5 | 4.5 | -6.7 | 2.4 | 15.6 | 16.7 | -17.6 | 4.5 | 16.0
Cc1cc(C)n2nc(SC(C)C(=O)N3CCCC3)nc2n1 (centres undefined) | 0.0 | -2.8 | nt | 2.8 | -8.8 | 15.9 | 0.2 | -2.6 | 20.6 | 9.4 | 6.5
COc1cc(/C=C2\SC(=S)N(CCC(=O)Nc3cccc(O)c3)C2=O)cc(OC)c1OC | -0.8 | -2.5 | -2.2 | 1.5 | 37.9 | 19.9 | 19.7 | 25.3 | -4.0 | -2.0 | 12.4
CN(CC(=O)Nc1ccc(F)c(F)c1F)C(=O)C1=NN(c2ccccc2)C(=O)CC1 | 0.3 | 32.0 | 0.7 | 1.9 | 11.2 | -9.8 | -8.9 | 4.4 | -11.6 | 5.0 | 29.4
O=C(NCCCN1CCOCC1)c1ccc(-c2ccc(Cl)cc2)o1 | -3.2 | -4.4 | 0.1 | 1.0 | 2.9 | 2.0 | -24.7 | -44.0 | 4.3 | 16.0 | -10.6
O=C(NCc1ccco1)C(Cc1ccccc1)N1C(=O)c2ccccc2C1=O (centres undefined) | 3.6 | -1.3 | -0.3 | -3.3 | 0.0 | 3.0 | 1.8 | 3.6 | -13.6 | 2.8 | -11.3
CCCCCc1nnc(NC(=O)CS(=O)(=O)Cc2ccccc2)s1 | 0.3 | -3.0 | 1.2 | 10.8 | 9.7 | -10.2 | -15.9 | 10.3 | -19.7 | 0.0 | -2.0
c1ccc(-c2nnc3sc(CN4CCC5(CC4)OCCO5)cn23)cc1 | -0.8 | -3.3 | 4.0 | -4.2 | -16.1 | 65.0* | 0.4 | -22.9 | 8.0 | 0.8 | 11.0
Cc1ccc(Cn2nc(-c3ccccc3)nc2-c2ccccc2)cc1 | 2.0 | -9.2 | -0.3 | -73.6 | -57.5 | 7.5 | -191.0 | -197.1 | -81.1 | 2.1 | -2.0
CCn1c(OC)nc2c1c(=O)n(C)c(=O)n2C | 1.7 | -3.5 | -1.0 | -13.5 | -6.2 | -19.5 | 9.5 | 12.0 | -34.4 | 2.4 | 2.2
Nc1nonc1NN=C1CCCCC1 | 1.0 | -5.1 | -0.4 | 0.1 | 8.9 | -4.5 | 16.1 | 9.1 | 8.7 | 2.1 | -12.4
COc1ccc(C(=O)C2CCCN(C(=O)c3noc4c3CCCC4)C2)cc1F (centres undefined) | -0.3 | -0.6 | 2.4 | 13.0 | 14.2 | 1.4 | 27.4 | 20.8 | 3.0 | -13.3 | 5.2
O=C(NC(=S)N1CCCC1)c1ccccc1 | -0.3 | 4.2 | -0.3 | 4.4 | -13.8 | -9.4 | 2.1 | -2.6 | 15.7 | 3.7 | 7.1
Clc1ccccc1-c1nnc(-c2ccccc2Cl)o1 | -1.9 | -18.7 | -3.2 | -78.6 | -107.3 | 8.4 | -331.7 | -426.0 | -123.0 | 9.3 | -31.4
CCN(CC)C(=O)c1ccc(COc2ccccc2Cl)cc1 | 0.8 | -2.3 | 1.5 | -45.0 | -11.0 | 3.1 | -105.7 | -158.6 | -41.1 | 6.6 | -8.7
